Screening data: PubChem BioAssay, several laboratories
Ecoli WT expand: growth inhibitors of E. coli BW25113 wild type; OD600 absorbance; growth inhibition, % at 100 µM; 98,000 compounds, 0.15% hits; AID 710;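 active means growth inhibition above about 50% at one test dose, limit read from the data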;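 further: growth measured after 20 h incubation at 37 °C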
CYP2C9 act: activators of human CYP2C9. P11712. recombinant CYP2C9, luciferin-H conversion, luminescence; active compounds read high; factor 1 = untreated enzyme, 0 = blocked. activation factor at 5 µM. 96,000 compounds, 1.4% hits. AID 1024;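 active means activation factor of 2 or more for CYP2C9 at a 5 µM dose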;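 further: 0 = sulfaphenazole-blocked wells and 1 = vehicle-only wells; values of inactives mirror those of a sister screen read the other way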
hDAT+cocaine: human DAT dopamine uptake with cocaine, either direction | 110,000 compounds, 1.3% hits | LLC-PK1 hDAT cells, [14C]-dopamine uptake with cocaine IC80; actives deviate in either direction | B-score at 10 µM | Q01959;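 active means Z score or B-score, a plate-position-corrected score, falls beyond the plate's 99.7% confidence bounds, in either direction; inactive means both scores lie inside the 99.7% bounds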;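 further: scored against the spread of the other compound wells on the same plate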
CYP2C9 inhib: inhibitors of human CYP2C9. P11712. CYP2C9 Supersomes, luciferin-H conversion, luminescence. inhibition, % at 5 µM. 96,000 compounds, 20% hits;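 active means blocking of liver enzyme CYP2C9 beyond about 50% at 5 µM, limit read from the data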; further: values of inactives mirror those of a sister screen read the other way
PostGolgi yeast: growth inhibition of a yeast mutant, post-Golgi transport screen. post-Golgi transport phenotypic cell assay. inhibition, % at 10 µM. 98,000 compounds, 0.9% hits. AID 739;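 further: yeast cells grown in 1536-well plates; yeast grown about 18 h at 30C before absorbance read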
PostGolgi ctrl: growth of the yeast control strain, post-Golgi counter-screen; efflux-deficient yeast background strain, growth absorbance A615, 16 h; inhibition, % at 10 µM; 98,000 compounds, 5% hits; AID 738
LYP act: activators of human LYP (PTPN22) phosphatase; AID 697; Q9Y2R2; recombinant LYP, DiFMUP fluorescence; 0 = plate median, 100 = signal doubled; activation, % at 2 µM; 96,000 compounds, 0.11% hits;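 active means activation at 2 µM above a set limit, the mean plus 5 SD, cut at about 37% in these data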
PTK2B oligo ant: blocks oligomerization of human Pyk2 in cells | Q293 cells, Pyk2 FERM NanoBiT luminescence; active compounds read low | z-score (the deposit names both 25 µM and 10 µM) | 99,000 compounds, 0.83% hits | AID 1347419;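 active means Z-score of -3 or lower, scaled per plate to the spread of control and sample wells; inactive means z-score above -3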;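 further: negative z-score means lost luminescence so less FERM oligomerization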
Target sequence (Q14289 whole entry, looked up): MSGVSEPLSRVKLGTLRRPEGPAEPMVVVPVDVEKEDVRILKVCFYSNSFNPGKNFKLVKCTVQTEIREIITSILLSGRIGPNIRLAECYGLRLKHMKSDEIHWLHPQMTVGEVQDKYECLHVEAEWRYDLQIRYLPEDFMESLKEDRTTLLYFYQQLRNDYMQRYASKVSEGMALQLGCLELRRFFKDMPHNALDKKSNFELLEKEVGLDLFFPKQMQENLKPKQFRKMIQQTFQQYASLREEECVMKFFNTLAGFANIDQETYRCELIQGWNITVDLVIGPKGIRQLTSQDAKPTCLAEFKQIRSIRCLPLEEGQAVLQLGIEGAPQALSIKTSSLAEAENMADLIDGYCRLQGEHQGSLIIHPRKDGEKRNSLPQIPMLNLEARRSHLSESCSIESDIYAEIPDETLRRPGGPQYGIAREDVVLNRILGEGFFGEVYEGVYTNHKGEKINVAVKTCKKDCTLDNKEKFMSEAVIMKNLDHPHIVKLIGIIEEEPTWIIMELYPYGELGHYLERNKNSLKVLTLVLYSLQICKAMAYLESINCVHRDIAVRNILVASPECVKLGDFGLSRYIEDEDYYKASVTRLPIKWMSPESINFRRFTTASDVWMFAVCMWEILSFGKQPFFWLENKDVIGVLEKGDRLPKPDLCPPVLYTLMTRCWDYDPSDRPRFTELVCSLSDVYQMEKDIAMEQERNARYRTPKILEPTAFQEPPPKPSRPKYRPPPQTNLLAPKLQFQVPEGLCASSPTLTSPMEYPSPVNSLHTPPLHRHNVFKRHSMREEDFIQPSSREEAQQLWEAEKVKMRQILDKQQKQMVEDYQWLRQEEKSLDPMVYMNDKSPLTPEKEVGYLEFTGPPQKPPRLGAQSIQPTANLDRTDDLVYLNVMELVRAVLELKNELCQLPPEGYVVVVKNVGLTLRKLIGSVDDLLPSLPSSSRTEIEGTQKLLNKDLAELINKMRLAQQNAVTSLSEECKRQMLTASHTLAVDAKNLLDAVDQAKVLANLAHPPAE
LYP inh 2: blocks human PTPN22 phosphatase activity. Q9Y2R2. recombinant LYP catalytic domain, DiFMUP fluorescence. inhibition, % at 2 µM. 96,000 compounds, 0.21% hits;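 active means inhibition at 2 µM at or above a set limit, the screen mean plus 3 SD, cut at about 24% in these data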;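 further: 0% = DMSO with enzyme and 100% = enzyme fully blocked by orthovanadate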
Starred values were filed as active, the others as inactive; . = not tested or not shown. Unless noted, no stated cut-off is given here; in the data, active means inhibition above about 30%; inactive means the rest.

Values in the order – Ecoli WT expand | CYP2C9 act | hDAT+cocaine | CYP2C9 inhib | PostGolgi yeast | PostGolgi ctrl | LYP act | PTK2B oligo ant | LYP inh 2
> Cc1ccccc1N1OC2C(=O)N(c3ccc(F)cc3)C(=O)C2C1c1ccccn1 (centres undefined)
 : 1 | 0.9 | -0.77 | 6 | -2 | 8 | 10 | 0.46 | -14
> c1ccc(CSc2ncn(-c3ccccc3)n2)cc1
 : 10 | 0.2 | -1.3 | 79* | 23 | 12 | 2 | -0.21 | -3
> N#C/C(=C1\C(=O)Nc2c(Cl)cc(Cl)cc21)c1nnc2n1CCCCC2
 : -3 | 1 | 0.52 | 4 | -3 | 1 | -7 | 0.33 | 10
> CC(=O)c1nnn(-c2nc(N3CCCC3)nc(N(c3ccccc3)c3ccccc3)n2)c1C
 : -2 | 1.1 | 0.35 | -10 | 2 | -6 | 0 | -0.53 | -3
> O=C(Nc1nncs1)c1ccc(S(=O)(=O)c2ccccc2)cc1
 : -1 | 0.4 | -8.7* | 60* | -8 | 0 | -1 | 0.49 | 1
> CC12CCC(C(=O)O)(c3nc(C#N)c(C#N)nc31)C2(C)C (centres undefined)
 : -1 | 1.1 | -0.0049 | -7 | 2 | -6 | 1 | -0.17 | 3
> COC(=O)c1ccc(C(C(=O)NCc2ccccc2)N(Cc2ccco2)C(=O)c2cnccn2)cc1 (centres undefined)
 : 12 | 0.8 | 0.69 | 20 | -9 | -2 | -2 | -0.38 | 2
> O=C1CC(N2CCN(CCc3ccccn3)CC2)C(=O)N1c1ccc(Cl)cc1 (centres undefined)
 : 1 | 1.2 | -1 | -20 | 8 | 9 | -4 | 0.41 | 4
> COc1ccc(OCCSc2ncccn2)cc1
 : 3 | 0.6 | 0.47 | 37 | -4 | 33* | 2 | 2.2 | -3
> Cc1cc(SCCOc2ccccc2)nc(N)n1
 : 4 | 1.1 | -0.26 | -8 | -2 | 15 | -2 | -0.64 | 4
> COc1cc2c(cc1OC)C(C)N(C(=O)c1cc3ccccc3o1)CC2 (centres undefined)
 : -11 | 0.7 | 0.045 | 33 | -6 | 22 | -3 | -1.6 | 0
> O=C(Nc1ccc(Cn2cccn2)cc1)c1ccc(COc2cccc(Br)c2)cc1
 : -23 | 0.2 | 1.1 | 83* | -9 | 8 | 27 | 0.74 | -27
> Cc1ccsc1C(=O)OC1CCOC1=O (centres undefined)
 : -8 | 2.3* | 0.64 | -127 | -5 | -7 | . | 0.11 | .
> O=C(c1cccc(N2C(=O)C3CC=CCC3C2=O)c1)N1CCCCCC1 (centres undefined)
 : 5 | . | -8.8* | . | 1 | -4 | 12 | 0.7 | -15
> COc1ccc2sc(N3C(=O)CC(Cc4cccc(C)c4)C3=O)nc2c1 (centres undefined)
 : -2 | 0.7 | 0.16 | 26 | 3 | -5 | -11 | 0.33 | 14
> CC1CN(Cc2nc3c(c(=O)n(C)c(=O)n3C)n2CC(=O)c2ccccc2)CC(C)O1 (centres undefined)
 : . | . | 0.48 | . | . | . | 7 | -0.2 | -6
> CC(C)c1ccccc1NC(=O)c1cccnc1
 : 2 | 1.1 | -1 | -8 | 5 | 15 | -6 | 0.71 | 3
> O=S(=O)(Nc1ncnc2sc3c(c12)CCC3)c1ccc2ccccc2c1
 : 2 | 0.2 | 0.67 | 79* | 5 | 18 | 9 | 0.68 | -8
> COc1ccc(C2CC(=O)c3sc(N)nc3C2)cc1 (centres undefined)
 : 3 | 0.7 | -0.065 | 29 | -2 | 7 | 5 | -0.66 | -7
> CCC(C)NC(=O)CCNS(=O)(=O)c1ccc(Br)cc1 (centres undefined)
 : -2 | 2.2* | 0.23 | -116 | 3 | -2 | . | -0.14 | .
> C=CCn1c(SCC(=O)N2CCCC2)nc2cc(C(=O)NCC3CCCO3)ccc2c1=O (centres undefined)
 : -8 | 0.7 | 0.88 | 31 | 3 | -1 | -2 | -0.25 | 0
> COC(=O)c1cc2nc(-c3ccc(OC)cc3)cc(C(F)(F)F)n2n1
 : 2 | 0.9 | -2.2* | 7 | 6 | 7 | 5 | 0.57 | -7
> CCOc1ccc(OCC)c(NC(=O)CSc2nc3c(c(=O)n(C)c(=O)n3C)n2C(C)C)c1
 : -6 | 0.7 | 3* | 31 | -6 | 7 | 15 | -1.2 | -17
> COC(=O)c1nc(NC(=O)c2ccccc2Cl)n[nH]1
 : 5 | 0.9 | -0.73 | 9 | -1 | 11 | 0 | -0.02 | 2
> Cc1noc(C)c1CSc1nc2ccccc2c(=O)n1-c1ccc(Cl)cc1
 : -15 | 0 | -0.73 | 96* | -6 | 38* | -7 | -0.86 | 9
> COc1ccc(/C=N/NC(=O)c2nn(-c3ccc(C)c(C)c3)c(=O)c3ccccc23)cc1
 : -16 | 0.4 | 0.22 | 64* | 23 | 11 | 6 | -0.41 | -2
> O=C(COc1ccc(S(=O)(=O)N2CCCC2)cc1)NCCC1=CCCCC1
 : 12 | 0.1 | 0.74 | 86* | 6 | 7 | -7 | 0.94 | 6
> COc1ccccc1NC(=O)CSc1nnc(-c2ccc(NC(C)=O)cc2)n1C
 : 5 | 0.8 | -0.8 | 24 | 17 | -3 | 5 | -0.57 | -6
> O=C(CS(=O)(=O)c1cn(Cc2ccccc2Cl)c2ccccc12)N1CCOCC1
 : . | . | 0.041 | . | . | . | 3 | 0.18 | 0
> O=C(CCN1C(=O)C2C3C=CC(C3)C2C1=O)N1CC(=O)N(CCc2ccccc2)C(=O)C1 (centres undefined)
 : -11 | 1.1 | -0.018 | -10 | -5 | 0 | . | 1.1 | .

Three of these compounds in a different format:
c1ccc(CSc2ncn(-c3ccccc3)n2)cc1
  Ecoli WT expand = 10	CYP2C9 act = 0.2	hDAT+cocaine = -1.3	CYP2C9 inhib = 79*	PostGolgi yeast = 23	PostGolgi ctrl = 12	LYP act = 2	PTK2B oligo ant = -0.21	LYP inh 2 = -3
O=C(Nc1ccc(Cn2cccn2)cc1)c1ccc(COc2cccc(Br)c2)cc1
  Ecoli WT expand = -23	CYP2C9 act = 0.2	hDAT+cocaine = 1.1	CYP2C9 inhib = 83*	PostGolgi yeast = -9	PostGolgi ctrl = 8	LYP act = 27	PTK2B oligo ant = 0.74	LYP inh 2 = -27
COc1ccc(/C=N/NC(=O)c2nn(-c3ccc(C)c(C)c3)c(=O)c3ccccc23)cc1
  Ecoli WT expand = -16	CYP2C9 act = 0.4	hDAT+cocaine = 0.22	CYP2C9 inhib = 64*	PostGolgi yeast = 23	PostGolgi ctrl = 11	LYP act = 6	PTK2B oligo ant = -0.41	LYP inh 2 = -2

Next structures follow.
Values in the order – Ecoli WT expand | CYP2C9 act | hDAT+cocaine | CYP2C9 inhib | PostGolgi yeast | PostGolgi ctrl | LYP act | PTK2B oligo ant | LYP inh 2
> O=C(COc1ccc2ccccc2c1)N1CCN(C(=O)c2cccs2)CC1
 : . | . | 1.8 | . | . | . | -10 | -0.83 | 12
> COc1ccccc1C(=O)N1CCNC(=O)C1CC(=O)Nc1cccc(C)c1 (centres undefined)
 : 7 | 0.8 | 0.3 | 21 | -10 | 5 | 5 | 1.7 | -2
> CCN(CC)S(=O)(=O)c1ccc(C(=O)OCC(=O)N2CCN(C(=O)c3ccco3)CC2)cc1
 : -7 | 0 | 2.1 | 96* | -3 | 3 | . | 2.8 | .
> COc1ccc(NC(=O)c2ccc(CN3CCN(c4ccccc4)CC3)cc2)cc1
 : -4 | 0.9 | -0.45 | 10 | 64* | 4 | -4 | 1.3 | 4
> O=C(COc1ccccc1F)Nc1nnc(-c2ccncc2)s1
 : -12 | 0 | -0.1 | 95* | 0 | 0 | -4 | 0.5 | 3
> O=C(COC(=O)c1cccnc1)Nc1ccc(F)cc1
 : 6 | 0.7 | -0.19 | 33 | 4 | 3 | -4 | 0.19 | 6
> O=C(NCc1ccc(Cl)cc1)c1cccnc1
 : 10 | 0.9 | -1 | 8 | 18 | 0 | -5 | 1.1 | 3
> Cc1nc(NC(=O)c2ccccc2)sc1-c1csc(NCc2ccccc2)n1
 : -31 | 0.3 | 0.87 | 66* | 67* | 15 | 12 | -0.66 | -10
> COC(=O)NCC(c1cccnc1)N1CCOCC1 (centres undefined)
 : -6 | . | -1.3 | . | 8 | -11 | -6 | . | 4
> CCCOC(=O)c1ccc(NC(=O)COC)cc1
 : 6 | 0.7 | 0.92 | 28 | -1 | 8 | 1 | 0.32 | 1
> CC(C)C(C(=O)Nc1sc2c(c1C#N)CCCCC2)N1C(=O)c2ccccc2C1=O (centres undefined)
 : -21 | 0.4 | -0.38 | 64* | 0 | -2 | -5 | -1.7 | 5
> CC(C)(C)c1cc(C(F)(F)F)c(C#N)c(=O)[nH]1
 : 1 | 0.9 | -1.9 | 15 | 0 | 6 | 4 | -0.57 | -4
> CC(NC(=O)Cc1ccc(F)cc1)c1ccccc1 (centres undefined)
 : 4 | 1 | -0.97 | 3 | 5 | 2 | 1 | 1 | 4
> CCOC(=O)N1CCC(N(CCOC)C(=O)Nc2ccc(C)c(C)c2)CC1
 : 5 | 1.1 | 2.2 | -11 | 2 | 22 | -12 | 0.57 | 14
> CCOC(=O)N1CCC(n2c(=S)[nH]c3cc(OC)c(OC)cc3c2=O)CC1
 : -5 | 0.9 | -0.1 | 12 | 11 | 3 | 2 | -0.95 | -5
> O=C(CSc1nnc(Cc2cccs2)n1Cc1ccco1)Nc1ccc(Br)cc1
 : -9 | 0.1 | 0.73 | 93* | 2 | 15 | 3 | 0.6 | -7
> O=C(NC1CCCC1)C(c1ccccc1)N(C(=O)c1ccno1)c1cccnc1 (centres undefined)
 : 1 | 0.6 | 1.3 | 37 | 3 | 25 | -1 | -0.61 | -2
> CCOC(=O)c1c(NC(=O)CSc2nnc(C)c(=O)[nH]2)sc2c1CCC2
 : 3 | 0 | 0.17 | 99* | 0 | 12 | 0 | 0.62 | -2
> Cc1ccccc1NC(=O)C(C)c1cccc(C(=O)c2ccccc2)c1 (centres undefined)
 : -4 | 0.2 | 0.46 | 78* | -10 | 11 | 13 | -0.81 | -10
> O=C(CCn1c(=S)oc2ccccc21)Nc1ccc2c(c1)OCCO2
 : 4 | 1.1 | 0.074 | -10 | 1 | 2 | . | -2.2 | .
> CC1=C(C(=O)OC2CCCCCCC2)C(c2cccc(O)c2)NC(=O)N1 (centres undefined)
 : 14 | 0.2 | -0.68 | 81* | -5 | 13 | 5 | -1.4 | -8
> N#C/C(=N\Nc1ccc(Cl)cc1)C(=N)N1CCCCC1
 : -3 | 0.6 | -1.3 | 38 | -24 | 5 | 0 | -0.86 | 0
> C=CCNc1nc(N)c(C(=C(C#N)C#N)c2ccccc2)s1
 : 4 | 0.3 | -0.33 | 70* | -2 | 5 | 5 | -1.7 | 1
> Cc1ccnc(NC(=O)c2cccc(NS(=O)(=O)c3ccccc3C)c2)c1
 : -2 | 0.7 | 0.47* | 33 | 11 | 29 | -4 | 0.92 | 3
> COc1ccc(C(=O)Nc2ccc(S(=O)(=O)N3CCOCC3)cc2)cc1OC
 : 2 | 0.9 | 0.91 | 11 | -6 | 13 | 2 | -0.01 | -3
> O=C(NCc1ccco1)c1cc(-c2ccccc2)on1
 : -5 | 2.1* | -0.84 | -108 | 1 | 2 | -20 | -0.74 | 18
> CCCc1nc(SCC(=O)Nc2cc(C)on2)c2c(=O)n(C)c(=O)n(C)c2n1
 : -6 | 1 | -1.2 | 2 | 0 | 5 | 0 | . | 0
> Cc1ccc(OCC(=O)NNC(=O)c2cc3ccccc3o2)cc1C
 : -7 | 1.1 | -0.28 | -13 | 8 | 4 | -11 | 0.95 | 13
> O=C(CN(CC1CCCO1)C(=O)CCC(=O)Nc1ccccn1)NCC1CCCO1 (centres undefined)
 : 3 | 1.1 | -0.54 | -11 | -6 | 1 | -8 | 0.53 | 7
> Cc1cc(C)c(NC(=O)CS(=O)CC(=O)N2CCN(c3ccccc3)CC2)c(C)c1 (centres undefined)
 : 0 | 1 | 0.0041 | 1 | -7 | 3 | 7 | 0.42 | -10
> CCC(=O)NC(=S)Nc1cccc(NC(=O)CC)c1
 : -1 | 0.7 | 0.0069 | 27 | 2 | -1 | -12 | -0.64 | 18
